# Assay outcomes (PubChem BioAssay)
# EWS-Fli block = EWS/Fli-driven NR0B1 reporter inhibitors, primary screen, A673 cells, NR0B1 luciferase, luminescence, MLPCN library; viability-normalised; inhibition, % at 12.6 µM; 0.67% of 350,000 active;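 active = mean inhibition of at least 50% after viability correction, with every replicate also passing that limit; inconclusive = mean reaches 50% but only one of two replicates passes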;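 also: firefly luciferase signal divided by Alamar Blue viability fluorescence both relative to DMSO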
# miR122 inh = miR-122 Renilla sensor signal increase in Huh7, primary screen, miR-122 inhibitor project, cell-based, single point, plate reader. Huh7 miR-122 Renilla luciferase sensor, 48 h; neutral wells = 0, positive control = 100. activation (reporter increase), % at 12.5 µM. 0.3% of 340,000 active. AID 602342, 2012;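 active = mean replicate activation score at least 90 and every replicate individually at or above 90; inconclusive = only one of the two criteria met; inactive = neither criterion met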;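 also: higher luciferase means less miR-122 activity so hits act as miR-122 inhibitors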
# DENV2 CPE rescue = inhibitors of DENV2 cytopathic effect, primary screen, cell-based, plate reader, single concentration. DENV2-infected cells, cytopathic effect rescue. 1.7% of 350,000 active. CPE inhibition, % at 9.99 µM; in the data active = CPE inhibition above about 20%, passing the limit was not always enough; inconclusive = no clear call, values can overlap the other calls; tested in BHK-21 cells;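 also: 0% = median of neutral control wells and 100% = median of positive control wells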
# CFTR F508del cor = F508del CFTR correction, initial screen, CFBE line, single point; AID 720511, 2013; 0.36% of 350,000 active; activity (quench increase), % at 7.58 µM; CFBE cells, YFP halide quenching; stimulated with forskolin plus potentiator P3; % fluorescence drop versus neutral controls;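 active = mean added fluorescence quench of at least 8% versus neutral control, with both replicates also reaching 8%; inconclusive = only one of the mean or replicate conditions met; inactive = mean below 8% and not both replicates reaching 8%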;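 also: cells transiently co-express mutant CFTR-F508del with the halide-sensitive YFP; corrector assay measuring rescue of mutant channel to the surface after 24 h compound exposure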
# GSIS activator = GLuc luminescence reporter in INS-1E cells, primary screen for activators of glucose-dependent secretion of insulin. AID 743287, 2014. activation, % at 16.6 µM. INS-1E GLuc reporter insulin secretion, 2-3 h. 0.61% of 370,000 active;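 active = lowest replicate activation of at least 40%, so every replicate reaches that level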;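 also: 0% = median of neutral control wells and 100% = median of IBMX positive control wells; some compounds called inactive have numbers as strong as hits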
# PAX8 reporter = inhibitors of PAX8-driven TPO luciferase reporter, primary screen, RMG-I cells, single concentration. SteadyGlo, 24 h. inhibition, % at 12.6 µM. 1.2% of 360,000 active. AID 652154, 2013;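 active = mean replicate inhibition at least 60% with every replicate also reaching 60%; inconclusive = only one of the two criteria is met; inactive = mean below 60% and not all replicates reaching 60%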;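 also: luciferase light reporting Pax8 driven TPO promoter activity; plate controls were median of neutral control wells for no effect and mitoxantrone controls for full effect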
# FN deposit inh = inhibitors of fibronectin matrix deposition, primary screen, AH1F cells, Alexa488-fibronectin fluorescence, plate reader; 0.086% of 350,000 active; AH1F fibroblasts, overnight; inhibition, % at 12.6 µM; AID 743247, 2014;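 active = mean inhibition across replicates of 30% or more, regardless of how many single replicates reach that level; inconclusive = mean under 30% yet at least half of replicates reach 30%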;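 also: positive control wells lacked labelled fibronectin entirely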
#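 Measured by – fluorescence 485/525 nm · System – AH1F fibroblast monolayer, labelled fibronectin deposition · Amount – 10000 cells per well · Buffer or medium – serum-reduced DMEM (2% serum) · Doses – single dose, pinned · Also added – fluorescent fibronectin at 24 nM final · Schedule – 1 h cell attachment, overnight exposure to compound and label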
# * hit, by the source's call; u = inconclusive; x = not tested or not shown; [ ] = another dose, or the depositor's remark.
[1] CC=Cc1ccc2n(c1=O)C[C@H]1[C@H](CO)[C@@H](C(=O)OC)[C@@H]2N1S(=O)(=O)c1ccccc1C (mixture of isomers)
[2] CCN(CC)CCOC(=O)c1ccc(N=Cc2c(O)[nH]c(=O)[nH]c2=O)cc1
[3] CCCn1c(C(=O)c2ccc(OC)cc2)nc2ccccc21
[4] C/C(=N/OC(=O)N(C)C)c1ncc(C(F)(F)F)cc1N1CCOCC1
[5] c1ccc2oc(-c3ccc4c(c3)CNCc3cnnn3-4)cc2c1
[6] Cc1ccc(N2C(=O)NC(=O)/C(=C\c3cccn3C(C)(C)C)C2=O)cc1
[7] C[C@@H]1CN([C@@H](C)CO)C(=O)c2c(c3ccccc3n2C)-c2ccccc2CO[C@@H]1CN(C)C(=O)Oc1ccccc1
[8] C=CCn1c(O)c(C(C)=Nc2ccc(N(CC)CC)cc2)c(=O)[nH]c1=O
[9] Cc1c(OC(=O)N(C)C)ccc2c1O/C(=C\c1ccco1)C2=O
[10] O=C1CCC2(O)C3Cc4ccc(O)c5c4C2(CCN3Cc2ccoc2)C1O5 (stereo unspecified)
compound no. | 1 | 2 | 3 | 4 | 5 | 6 | 7 | 8 | 9 | 10
EWS-Fli block | 4 | x | -12 | x | -127 | -2 | x | x | -45 | -1
miR122 inh | 5[16.7 µM] | 1 | 9 | 4 | -1 | x | x | 28 | -3 | -9
DENV2 CPE rescue | -4 | x | -4 | x | 12 | -4 | -4 | x | -3 | 2
CFTR F508del cor | 0.3 | x | -0.4 | x | -2.4 | -2.3 | 2.6 | x | 0.6 | -1.3
GSIS activator | 2 | x | -26 | x | -2 | -3 | -9 | x | 16 | 5
PAX8 reporter | -11 | -3 | 12 | 8 | -197 | -12 | -20 | 20 | -113 | -12
FN deposit inh | -7 | 1 | -9 | -7 | x | 5 | -9 | -2 | 2 | 1

# Laid out differently: results already given
entry	Structure	EWS-Fli block	miR122 inh	DENV2 CPE rescue	CFTR F508del cor	GSIS activator	PAX8 reporter	FN deposit inh
8	C=CCn1c(O)c(C(C)=Nc2ccc(N(CC)CC)cc2)c(=O)[nH]c1=O	x	28	x	x	x	20	-2
2	CCN(CC)CCOC(=O)c1ccc(N=Cc2c(O)[nH]c(=O)[nH]c2=O)cc1	x	1	x	x	x	-3	1
9	Cc1c(OC(=O)N(C)C)ccc2c1O/C(=C\c1ccco1)C2=O	-45	-3	-3	0.6	16	-113	2
5	c1ccc2oc(-c3ccc4c(c3)CNCc3cnnn3-4)cc2c1	-127	-1	12	-2.4	-2	-197	x
3	CCCn1c(C(=O)c2ccc(OC)cc2)nc2ccccc21	-12	9	-4	-0.4	-26	12	-9
1	CC=Cc1ccc2n(c1=O)C[C@H]1[C@H](CO)[C@@H](C(=O)OC)[C@@H]2N1S(=O)(=O)c1ccccc1C (mixture of isomers)	4	5[16.7 µM]	-4	0.3	2	-11	-7

# Reprinted, compounds 1–4
[1] CC=Cc1ccc2n(c1=O)C[C@H]1[C@H](CO)[C@@H](C(=O)OC)[C@@H]2N1S(=O)(=O)c1ccccc1C (mixture of isomers)
[2] CCN(CC)CCOC(=O)c1ccc(N=Cc2c(O)[nH]c(=O)[nH]c2=O)cc1
[3] CCCn1c(C(=O)c2ccc(OC)cc2)nc2ccccc21
[4] C/C(=N/OC(=O)N(C)C)c1ncc(C(F)(F)F)cc1N1CCOCC1
compound no. | 1 | 2 | 3 | 4
EWS-Fli block | 4 | x | -12 | x
miR122 inh | 5[16.7 µM] | 1 | 9 | 4
DENV2 CPE rescue | -4 | x | -4 | x
CFTR F508del cor | 0.3 | x | -0.4 | x
GSIS activator | 2 | x | -26 | x
PAX8 reporter | -11 | -3 | 12 | 8
FN deposit inh | -7 | 1 | -9 | -7

# Later entries.
[11] O=c1[nH]c(O)c(C=NC2CCCCC2)c(=O)[nH]1
[12] COc1ccc2c(C)c(CC(=O)N3C[C@H]4C[C@@H](C3)c3cccc(=O)n3C4)c(=O)oc2c1C
[13] COC(=O)[C@@H]1[C@@H](CO)[C@@H]2Cn3c(ccc(C4=CCCC4)c3=O)[C@H]1N2CC1CCCCC1
[14] CC(NC1CCCCC1)C(O)C12CC3CC(CC(C3)C1)C2 (stereo unspecified)
[15] CN1C(=O)N(C)C(=O)C(CCc2ccncc2)(Cc2ccc3c(c2)OCO3)C1=O
[16] CCOC(=O)[C@]12Cc3cc(OC)ccc3[C@H]1N(C)C(=O)c1ccccc12
[17] Cc1cc(C)cc(NC(=O)CCNC(=O)N2C[C@H]3C[C@@H](C2)c2cccc(=O)n2C3)c1
[18] O=C(CCC(=O)N1CCC2(CC1)OCCO2)Nc1nnc(C(F)(F)F)s1
[19] CCOc1ccc(NC(=O)CCNC(=O)N2C[C@H]3C[C@@H](C2)c2cccc(=O)n2C3)cc1
[20] CCCCn1nnnc1C(c1cccc2ccccc12)N1CCC2(CC1)C(=O)NCN2c1ccccc1 (stereo unspecified)
[21] CN(C)C1(CNC(=O)c2ccc(Cl)c(S(=O)(=O)NCc3ccco3)c2)CCCCC1
[22] CC(C)n1c(=O)c(C=Nc2ccc(Cl)cc2)c(O)n(Cc2ccco2)c1=O
[23] O=C(Cn1c(NCCCl)nc2ccccc21)c1ccc(Br)cc1
compound no. | 11 | 12 | 13 | 14 | 15 | 16 | 17 | 18 | 19 | 20 | 21 | 22 | 23
EWS-Fli block | -5 | -1 | 1 | x | x | 8 | -6 | -9 | 3 | 1 | x | 3 | 14
miR122 inh | x | 1 | -2[16.7 µM] | 0 | -1 | x | -4 | 0 | -4 | 15 | 1 | x | 1
DENV2 CPE rescue | 11 | -1 | -4 | x | x | -12 | 4 | 1 | u | -5 | x | 8 | 11
CFTR F508del cor | x | 1.4 | 4.0 | x | x | -2.8 | -1.9 | -0.4 | 2.2 | -1.6 | x | -2.6 | 0.3
GSIS activator | 6 | 4 | -5 | 15 | 30 | -1 | 3 | -1 | 6 | -16 | 25 | 4 | -12
PAX8 reporter | -8 | x | x | x | x | -51 | x | x | x | -21 | 12 | -22 | 7
FN deposit inh | -9 | x | x | -2 | -20 | x | x | x | x | 6 | 10 | -12 | -7

# Some of the compounds tested (hit frequency here may not be typical).
